From PubChem BioAssay
rTrxR1 inhibitor = inhibitors of rat thioredoxin reductase 1 | O89049 | recombinant rTrxR1, NADPH fluorescence consumption, selenite substrate | Potency, µM (series often up to 114 µM), without a hit: top-dose activity change, negative = inhibition, most hits filed as inhibitors | hit rate 1% among 390,000; further: potency means the concentration at half of the fitted maximal effect; on the % scale 0 is the no-effect control and ±100 the full control effect; nearly all actives have a fitted effect of over 65% in size
Target sequence (O89049 whole entry, looked up): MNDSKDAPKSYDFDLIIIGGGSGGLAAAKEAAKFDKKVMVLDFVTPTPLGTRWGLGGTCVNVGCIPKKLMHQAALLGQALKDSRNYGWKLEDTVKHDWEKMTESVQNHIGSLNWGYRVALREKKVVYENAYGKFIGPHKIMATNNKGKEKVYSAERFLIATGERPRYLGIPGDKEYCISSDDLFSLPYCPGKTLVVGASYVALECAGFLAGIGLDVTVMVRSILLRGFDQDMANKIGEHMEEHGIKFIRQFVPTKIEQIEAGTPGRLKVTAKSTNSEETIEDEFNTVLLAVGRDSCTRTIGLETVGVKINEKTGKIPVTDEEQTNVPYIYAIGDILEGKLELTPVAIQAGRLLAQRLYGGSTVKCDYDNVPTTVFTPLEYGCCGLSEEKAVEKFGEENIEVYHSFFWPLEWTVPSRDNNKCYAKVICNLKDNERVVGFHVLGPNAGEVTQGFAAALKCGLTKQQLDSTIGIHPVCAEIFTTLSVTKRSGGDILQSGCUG
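Rat TrxR1 (90 nM in the dispensed reagent) was pre-reduced with 400 uM NADPH for 5 min at room temperature, then incubated with compound for 15 min. After 400 uM selenite was added, NADPH fluorescence (Ex 340/Em 450 nm) was followed for 8 min.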
TRHR agonist = TRH receptor (human) agonism; TRHR cells, calcium flux fluo-8, FDSS agonist mode; hit rate 0.18% among 360,000; activation, % at 2 µM; AID 493084; P34981; in the data active means activation above about 30%; further: 0% is about no effect
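In this calcium-flux screen, cells bearing human TRHR are dye-loaded with fluo-8, baselined for 10 cycles, then exposed to library compounds; positive kinetic calcium responses during the agonist phase mark hits, with TRH as control.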
TrxR1 substrate = rat thioredoxin reductase 1 substrate activity | O89049 | purified TrxR1 substrate turnover, NADPH consumption readout | Potency, µM (highest dose often 114 µM), for inactives: top-dose activity change, negative = substrate turnover | hit rate 0.01% among 390,000 | AID 588456; further: potency means the concentration at half of the fitted maximal effect; on the % scale 0 is the no-effect control and ±100 the full control effect; nearly all actives have a fitted effect of over 50% in size
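Rat TrxR1, dispensed at 90 nM, was prereduced with 400 uM NADPH (final) for 5 min at ~22 deg C, then incubated with compound 15 min before 400 uM selenite. A first-read NADPH fluorescence drop versus no-compound background flagged substrates.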
D2 antag = antagonists of human D2 dopamine receptor. hit rate 2% among 340,000. AID 485344. HEK293 TREx D2 cells, calcium flux, dopamine EC80. inhibition, % at 10 µM; in the data active means inhibition above about 30%; further: 0% is about no effect
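Inhibition of EC80 dopamine-driven calcium flux, recorded kinetically, defines activity here; cells are a tetracycline-induced HEK293 T-REx line expressing force-coupled D2.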
USP1-UAF1 inh = USP1/UAF1 (human) deubiquitinase inhibition; recombinant USP1/UAF1, Ub-Rhodamine cleavage fluorescence; Potency, µM (series often up to 57.1 µM), inactives show top-dose activity change, negative = inhibition, actives largely listed as inhibitors; hit rate 0.23% among 390,000; AID 743255; further: potency means the concentration at half of the fitted maximal effect; on the % scale 0 is the no-effect control and ±100 the full control effect; nearly all actives have a fitted effect of over 60% in size; inactives centre near -12
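Step one: compound is pinned into 1nM USP1/UAF1 in HEPES pH 7.8 buffer with TCEP. Step two: 15 min room-temperature incubation. Step three: Ub-Rho (150nM final) starts cleavage, tracked by fluorescence over six one-minute reads.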
mIDH1 inhibitor = human IDH1 R132H inhibition | O75874 | IDH1-R132H enzyme, NADPH consumption, diaphorase/resazurin fluorescence | Potency, µM (doses to about 76.6 µM), inactives show at the highest dose activity change, negative = inhibition, most hits filed as inhibitors | hit rate 0.093% among 390,000 | AID 602179; further: potency means the concentration at half of the fitted maximal effect; on the % scale 0 is the no-effect control and ±100 the full control effect; nearly all actives have a fitted effect of over 65% in size
Target sequence (O75874 whole entry R132H, stated change not applied): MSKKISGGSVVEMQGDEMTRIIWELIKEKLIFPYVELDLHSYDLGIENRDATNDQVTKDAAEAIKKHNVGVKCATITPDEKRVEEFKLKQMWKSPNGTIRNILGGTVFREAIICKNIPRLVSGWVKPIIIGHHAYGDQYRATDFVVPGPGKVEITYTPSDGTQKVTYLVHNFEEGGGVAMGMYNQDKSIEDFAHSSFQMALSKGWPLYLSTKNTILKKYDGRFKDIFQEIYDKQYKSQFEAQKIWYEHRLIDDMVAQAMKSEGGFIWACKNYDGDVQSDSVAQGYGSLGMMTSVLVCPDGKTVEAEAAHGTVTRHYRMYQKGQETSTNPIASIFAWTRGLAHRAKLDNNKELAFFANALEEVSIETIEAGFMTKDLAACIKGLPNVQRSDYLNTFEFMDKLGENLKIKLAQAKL
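IDH1-R132H (0.5 ug/mL) preincubated 30 min with compound, then NADPH (0.016 mM) and alpha-KG (2 mM) added; 80 min at RT, pH 7.5. Remaining NADPH coupled via diaphorase/resazurin to fluorescence (540/590 nm); concentration-response curves normalized to no-enzyme control.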
TRHR enhancer = TRH receptor (human) allosteric enhancement. P34981. TRHR cells, fluo-8 calcium fluorescence, EC20 TRH enhancement. enhancement, % at 2 µM. hit rate 0.66% among 360,000. AID 493056; in the data active means enhancement above about 30%; further: 0% is about no effect
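Enhancer read-out: after compound pinning and an initial kinetic agonist-mode read, an EC20 of TRH (10 nM final) was injected and fluo-8 calcium signal (Ex 480/Em 530) followed at 1 s/cycle for 100 cycles in TRHR-expressing cells.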
Pin1 inhibitor = blocks the human prolyl isomerase Pin1; Potency, µM (series often up to 115 µM), inactives show at the highest dose activity, negative = inhibition, most hits filed as inhibitors; AID 504891; Pin1 FP peptide displacement, HiFluor488, 10 min; hit rate 0.009% among 390,000; Q13526; active means well fitted inhibition curve with a large enough effect in the polarisation, with a control signal flat, not every such curve was filed as active; inconclusive means small, poorly fitted or top-dose-only effect, or effect the other way, or a change in a side signal; inactive means no such curve, though single readings can be large or run the other way; the % refers to the polarisation; further: potency means the concentration at half of the fitted maximal effect; on the % scale 0 is the no-effect control and ±100 the full control effect
D2 ag = agonists of human D2 dopamine receptor. HEK293 T-REx D2 cells, calcium flux agonist mode. activation, % at 2 µM. hit rate 0.53% among 340,000. AID 485358;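 active means activation over 3 SD above normal in the single-dose calcium agonist read, cut at about 30% in these data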; further: 0% is about no effect
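HEK293 Trex D2 cells, tetracycline-induced, o/n 30 C 5% CO2; no-wash Ca dye, RT 30–90 min; 10-cycle baseline, 23 nl cpd added, kinetic Ca read 180 s; agonist hits = positive Ca response.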
The depositor's hits bear a star; ? = inconclusive; . = not tested or not shown; & = joins results of further samples; [ ] = dose if it differs, or a comment. Unless noted, the call rests on the fitted dose curve; in most records, active means well fitted inhibition curve with a large enough effect; inconclusive means small, poorly fitted or top-dose-only effect; inactive means no such curve, though single readings can be large or run the other way. These rows are one share of the data. The share of hits here may be higher or lower than overall.

SMILES	rTrxR1 inhibitor	TRHR agonist	TrxR1 substrate	D2 antag	USP1-UAF1 inh	mIDH1 inhibitor	TRHR enhancer	Pin1 inhibitor	D2 ag
COc1ccc(OCCCC(=O)Nc2nnc(C3CCCO3)s2)cc1 (stereo not given)	-14%[57.1 µM]	-0.1	7%[57.1 µM]	-5	-19%	1%	-1	-1%	-0.1
COc1ccc(NC(=O)CSc2nc(-c3cccc(C)c3)[nH]c2-c2ccccc2)cc1OC	3%	-1.1	2%	.	-15%	-6%	-4	?	2.0
COC(=O)CN1C(=S)N(C)C(=O)/C1=C/c1cccs1	6%	-0.6	-3%	-3	-20%	7%	3	-1%	-0.5
COCCNC(=O)COc1coc(CN2CCN(Cc3ccccc3)CC2)cc1=O	11%	0.5	-3%	11	-8%	-4%	-4	-2%	0.7
CCNc1nc(-c2ccc(Cl)cc2)cs1	-9%[57.1 µM]	0.6	2%[57.1 µM]	-7	-7%	12%	-4	-12%	-1.8
CC[C@@]1(C(=O)OC)N[C@H](CN(C)C(=O)NC(C)C)[C@@H]2C(=O)N(Cc3ccccc3)C(=O)[C@@H]21	18%	.	1%	.	-16%	0%	.	0%	.
CCN(CC)C(=O)c1[nH]cnc1C(=O)N[C@@H](CCCCNC(=O)OC(C)(C)C)C(=O)OC(C)(C)C	4%	-0.3	-2%	-6	9%	-6%	4	0%	-0.2
COc1cc(/C=N/NC(=O)c2ccc3nc[nH]c3c2)cc(OC)c1OC	9%[57.1 µM]	1.6	-6%	28	-23%	18%	14	6%	0.7
Cn1c(SCC(=O)Nc2ccc3c(c2)oc2ccccc23)nnc1-c1ccccc1	38%&7%	0.9	23%[0.457 µM]	-27	-26%	-1%	7	16%&10%	1.8
COc1ccc2oc(-c3ccc(C)c(NC(=O)c4ccc(N5CCOCC5)c([N+](=O)[O-])c4)c3)nc2c1	21%	0.2	6%	-3	-9%	5%	1	-1%	1.9
O=C(N/N=C/c1ccoc1)c1ccc(Cl)cc1Cl	4%	0.6	1%	.	-3%	0%	9	-4%	.
CC(OC(=O)Cn1c(C(F)(F)F)nc2ccccc21)C(=O)N1CCCc2ccccc21 (stereo not given)	3%[57.1 µM]	0.0	4%[57.1 µM]	-10	-4%	-2%	-3	11%	0.2
CCCCc1cn(C[C@H]2CC[C@@H]([C@@H]3CC[C@H](Cn4cc(CCCC)nn4)O3)O2)nn1	1%[57.1 µM]	-2.2	3%[57.1 µM]	-23	-4%	-7%	6	0%	-0.1
Cc1ccc(CCC(=O)Nc2nccs2)o1	-21%	-0.9	13%	-11	-13%	4%	28	-2%	0.0
Cc1cc(NC(=O)C2CC2)ncc1NC(=O)c1ccccn1	12%	-0.2	3%	10	-26%	1%	0	?	0.3
COc1ccc(C2c3c(oc4ccccc4c3=O)C(=O)N2Cc2ccncc2)cc1 (stereo not given)	.	-1.3	.	25	.	.	-7	.	-0.7
CC(C)OC(=O)C(C#N)c1nc2ccccc2nc1N1CCN(Cc2ccc3c(c2)OCO3)CC1 (stereo not given)	.	0.2	.	-3	.	.	-9	.	48*
Cc1cccc2cc(C#N)c(NCc3ccccc3)nc12	37%	2.5	27%	15	-26%	13%	-4	20%	1.7
O=C1NC2(CCCCC2)NN1c1ccccc1	-4%	0.5	-3%	.	-4%	4%	7	0%	.
O=C(CSc1nnc(NC(=O)C2CC2)s1)NCc1ccccc1Cl	24%	-0.5	-2%	-4	-7%	13%	-2	1%	0.6
O=C(CN1CCN(C(=O)c2ccccc2F)CC1)Nc1ccc(Br)cc1	-56%	0.0	9%[57.1 µM]	-10	-9%	-1%	-1	-1%	-0.1
COc1ccc(OCC(=O)Nc2ccc(S(=O)(=O)N3CCN(C)CC3)cc2)cc1	23%[57.1 µM]	-0.2	6%[57.1 µM]	-6	-8%	2%	-3	1%	0.6
COc1cccc(CN(C)CC(=O)Nc2sc3c(c2C#N)CCC3)c1OC	27%	0.4	1%	10	-25%	-1%	0	0%	1.5
CCOC(=O)c1c(NC(=O)CSc2nnc(-c3cccnc3)n2Cc2ccco2)sc(C)c1C	-7%	-0.1	10%	20	-20%	0%	-8	28%	-0.1
Cc1ccc(NCc2nnc(SCC(=O)c3ccc4c(c3)OCCO4)o2)c(C)c1	-11%[11.4 µM]	1.1	3%[11.4 µM]	1	2%	1%	0	0%	1.3
O=C(NC(=S)N1CCN(c2ccccc2)CC1)c1ccco1	-16%	.	-6%	.	-8%	-1%	.	-1%	.
Cc1occc1C(=O)N1CCN(c2ccc(Cl)cc2)CC1	-10%[57.1 µM]	0.1	3%	.	-6%	2%	10	?	.
Cc1ccc(NC(=O)N2CCCC2C(=O)NCCC2=CCCCC2)cc1 (stereo not given)	12%	-0.4	5%	-17	-26%	4%	-3	-2%	-0.6
CCCNC(=O)Nc1cc(C(=O)NCc2cccc(OCC)c2)ccc1N1CCCC1	15%[57.1 µM]	-1.3	4%[57.1 µM]	.	-22%	-4%	2	-6%	-1.3
Cc1nc2nc(SCC(=O)NC3CCC(C)CC3)nn2c(C)c1Cc1ccccc1 (stereo not given)	-6%[57.1 µM]	-0.8	-5%[57.1 µM]	.	-9%	18%	-1	0%	0.7
CC(C)Cc1nnc(NC(=O)CN2C(=O)NC3(CC(C)CC(C)(C)C3)C2=O)s1 (stereo not given)	1%	0.3	0%	-19	-13%	1%	3	-6%	0.7
NS(=O)(=O)c1cccc(NC(=O)CSc2nnc(C3CC3)n2Cc2ccccc2)c1	21%	0.8	2%	-8	-5%	-1%	12	-15%	-0.4
CCC(CC)C(=O)Nc1cccc(C(=O)NCCc2ccc(S(N)(=O)=O)cc2)c1	6%[57.1 µM]	0.4	6%[57.1 µM]	-18	-17%	6%	-3	-13%	-0.2
Oc1ccc(COCc2ccccc2)c2cccnc12	-31%	-0.3&0.3	8%[57.1 µM]	17&-1	-2%	1%	-7&3	-3%	0.4&0.3
COc1ccc(CCNC(=O)c2cnc3sc(N4CCOCC4)nn3c2=O)cc1	-14%	0.1	61%[activator]	.	-6%	-8%	-3	-2%	.
COc1ccc(NC(=S)Nc2cccnc2)c(OC)c1	-21%	0.1	-3%	-5	-18%	1%	-4	-1%	-0.9
O=C(c1cc([N+](=O)[O-])ccc1Cl)N1CCN(c2ccccc2)CC1	-6%[57.1 µM]	-0.8	3%[57.1 µM]	-13	-1%	2%	-1	35%[activator]	1.9
CC(=O)Nc1ccc(S(=O)(=O)NNC(=O)c2cccc(Br)c2)cc1	9%[57.1 µM]	0.4	2%[57.1 µM]	6	-23%	7%	38*	-1%	0.4
CC(=O)Nc1ccc(N/C=C/C(=O)c2ccc(C)o2)cc1	?	0.4	-7%	8	-3%	-3%	-5	18%	0.1
CN(CC(=O)NCCc1ccc(S(N)(=O)=O)cc1)CC(=O)Nc1ccc(Cl)c(C(F)(F)F)c1	-11%	.	-13%	.	4%	9%	.	-1%	.
CCCN(Cc1ccc(N(CC)CC)cc1)CC1CC1	8%	-0.2	9%	-6	-3%	2%	2	1%	-0.6
NNC(=O)c1ccc(CN2CCCCC2)o1	-7%	0.8	-5%	18	-20%	-3%	-5	3%	0.2
Cn1cnnc1SCC(=O)c1ccc(O)c(O)c1	2%	-0.1	-2%	14	-19%	5%	-2	-9%	2.9
Cc1ccc(C(=O)OCC(=O)NCC2COc3ccccc3O2)cc1 (stereo not given)	19%	-0.6	-1%	-6	-15%	-12%	12	2%	0.1
FC(F)(F)c1cc(Oc2ccccc2)ncc1-c1nnc(-c2ccccc2Cl)o1	133%[activator]	1.1	68%[activator]	-5	-24%	6%	-11	-6%	0.8
CCS(=O)(=O)n1nc(-c2ccc(OC)cc2)nc1SC	19%	0.0	7%	11	-16%	10%	1	-1%	1.2
Cc1cc(C(=O)NCC(=O)Nc2ccc(F)c(F)c2)c(C)o1	9%	.	7%[57.1 µM]	.	-10%	6%	.	1%	.
CN(C)c1ccc(C(CNC(=O)c2ccc(F)cc2)c2c[nH]c3ccccc23)cc1 (stereo not given)	4%	0.2	-7%	-7	-16%	-9%	20	11%	0.2
CSc1ccc(C2N=C(c3ccccc3)NO2)cc1 (stereo not given)	?	0.0	2%	8	-26%	5%	-3	21%	-0.1
COc1ccc(C)cc1N(C(=O)c1ccc(C#N)cc1)C1=NC(C)(C)CS1	17%	-0.1	0%	1	-14%	8%	-3	-1%	0.3
O=C(CCCNS(=O)(=O)c1cccs1)N1CCN(c2ccc(F)cc2)CC1	5%	-0.1	-1%	-18	-14%	-7%	-9	-2%	-0.2
O=C(Nc1cccnc1)c1cc(S(=O)(=O)N2CCOCC2)ccc1Br	-18%	-0.6	-13%	-9	2%	2%	-1	-17%	-0.3
Cc1ccc(C(=O)N/C(=C/c2ccc(-c3ccc(Br)cc3)o2)C(=O)NC2CCS(=O)(=O)C2)cc1 (stereo not given)	-7%	0.1	24%	2	6%	-1%	1	10%	5.6
S=C1NCCC12C(=S)Nc1ccccc12 (stereo not given)	-6%	.	1%	.	-6%	-2%	.	0%	.
Cc1nn2c(NCc3ccccn3)c3c(nc2c1-c1ccccc1)CCC3	17%[57.1 µM]	-0.6	10%	40*	-1%	13%	5	20%	1.9

Single values from the entries so far.
USP1-UAF1 inh, S=C1NCCC12C(=S)Nc1ccccc12 (stereo not given) reads -6%
TRHR agonist, O=C(CCCNS(=O)(=O)c1cccs1)N1CCN(c2ccc(F)cc2)CC1 reads -0.1
